# M5 PAM: positive allosteric modulators of human muscarinic M5 receptor. P08912. AID 624038. CHO-K1 hM5, Fluo-8 calcium, ACh EC20 PAM; 0% = ACh EC20, 100% = ACh EC100. 360,000 compounds, 0.3% hits. activation, % at 3 µM;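 active = activation above the run cutoff, the mean activation of all test compounds plus 3 SD, cut at about 18% in these data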
# Target sequence (P08912 whole entry, looked up): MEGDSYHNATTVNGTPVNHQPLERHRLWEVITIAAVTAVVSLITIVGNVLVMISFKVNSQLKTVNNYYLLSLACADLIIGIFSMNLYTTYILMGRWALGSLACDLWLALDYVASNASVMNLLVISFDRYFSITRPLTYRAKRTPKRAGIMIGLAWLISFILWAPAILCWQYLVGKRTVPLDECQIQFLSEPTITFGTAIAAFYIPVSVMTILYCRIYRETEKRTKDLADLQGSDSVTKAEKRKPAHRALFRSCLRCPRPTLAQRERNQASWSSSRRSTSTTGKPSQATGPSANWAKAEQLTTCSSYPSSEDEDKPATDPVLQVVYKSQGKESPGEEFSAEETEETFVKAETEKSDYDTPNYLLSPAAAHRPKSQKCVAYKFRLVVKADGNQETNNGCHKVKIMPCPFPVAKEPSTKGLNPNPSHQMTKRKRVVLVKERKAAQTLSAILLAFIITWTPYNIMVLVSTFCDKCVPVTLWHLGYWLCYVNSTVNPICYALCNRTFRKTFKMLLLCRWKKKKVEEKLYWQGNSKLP
#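 Assay system: CHO-K1 hM5 cells. Also added: acetylcholine at EC20 concentration, added after compound. Dosing: 3 µM, single dose. Times: compound preincubation 140 s before EC20 acetylcholine addition. Signal: Fluo-8 calcium fluorescence. Measure: % activation relative to EC20 and EC100 ACh responses. Repeats: singlicate, one well per test compound.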
# M1 PAM: human CHRM1 positive allosteric modulation. P11229. CHO-K1 hM1, Fluo-8 calcium fluorescence, ACh EC20; 0% = ACh EC20, 100% = maximal ACh. activation, % at 3 µM. 360,000 compounds, 0.088% hits. AID 588819; in the data active = activation above about 19%, passing the limit was not always enough
# Target sequence (P11229 whole entry, looked up): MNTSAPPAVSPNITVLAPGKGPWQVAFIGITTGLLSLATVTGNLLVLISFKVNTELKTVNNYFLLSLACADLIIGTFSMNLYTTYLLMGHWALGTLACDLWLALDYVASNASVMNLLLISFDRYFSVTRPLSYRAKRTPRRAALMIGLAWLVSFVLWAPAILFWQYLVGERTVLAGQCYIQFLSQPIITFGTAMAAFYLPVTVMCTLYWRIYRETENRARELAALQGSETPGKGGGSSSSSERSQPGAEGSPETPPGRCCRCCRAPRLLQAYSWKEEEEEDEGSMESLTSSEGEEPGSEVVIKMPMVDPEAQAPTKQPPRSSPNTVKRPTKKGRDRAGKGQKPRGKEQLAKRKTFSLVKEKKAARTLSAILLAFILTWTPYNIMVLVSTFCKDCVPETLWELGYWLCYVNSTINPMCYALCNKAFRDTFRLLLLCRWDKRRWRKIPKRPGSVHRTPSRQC
# M4 ag: agonists of human muscarinic M4 receptor (CHRM4); P08173; CHO-K1 hM4/Gqi5, Fluo-8 calcium fluorescence; vehicle 0%, full acetylcholine response 100%; activation, % at 3 µM; 360,000 compounds, 0.14% hits; AID 624127;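 active = activation above the run mean over all test wells plus 3 SD, cut at about 32% in these data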;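 also: peak over basal fluorescence ratio per well then scaled between controls; 0% = DMSO wells and 100% = acetylcholine at EC100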
# CHRM1 agonist: activates human CHRM1 receptor; CHO-K1 hM1, Fluo-8 calcium fluorescence, agonist mode; 0% DMSO, 100% acetylcholine EC100; activation, % at 3 µM; 360,000 compounds, 0.33% hits; AID 588814;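 active = activation above the run's mean compound activation plus 3 SD, cut at about 16% in these data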;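 also: peak over basal fluorescence ratio within a 140 s kinetic read after compound addition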
# M4 antag: CHRM4 antagonism in calcium assay; P08173; CHO-hM4 cells, ACh EC80, Fluo-8 calcium fluorescence; inhibition, % at 3 µM; 360,000 compounds, 0.73% hits; AID 624125;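 active = inhibition above its plate's cutoff, the mean inhibition of sample wells plus 3 SD, cut at about 27% in these data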;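 also: 0% = acetylcholine EC80 with DMSO and 100% = DMSO without agonist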
# M5 ag: agonists of human muscarinic M5 receptor (CHRM5); P08912; activation, % at 3 µM; 360,000 compounds, 0.19% hits; CHO-K1 hM5 cells, Fluo-8 calcium fluorescence; 0% DMSO wells, 100% maximal acetylcholine response;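 active = activation above the run's mean over test compounds plus 3 SD, cut at about 23% in these data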;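 also: signal is peak over basal fluorescence ratio across the kinetic read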
# TAAR1 agonist: agonists of human TAAR1; Q96RJ0; CHO RD-HGA16 TAAR1, Fluo-8 calcium fluorescence; vehicle wells 0%, saturating PEA agonist 100%; activation, % at 3 µM; 360,000 compounds, 0.99% hits; AID 624467;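 active = activation above the mean activation of all test compounds in the run plus 3 SD, cut at about 38% in these data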
#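 Repeats: no replicates (n 1) | Material: CHO-derived RD-HGA16 cells with stable Gα16 and human TAAR1 | Technique: Kinetic Fluo-8 calcium fluorescence | Schedule: 17-24 h seeding, 75 min 37 °C dye, 30 min RT | Evaluation: % activation from peak over basal fluorescence ratio, DMSO-to-PEA scaled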
# CHRM5 antagonist: antagonists of human muscarinic M5 receptor (CHRM5); P08912; CHO-hM5 cells, Fluo-8 calcium fluorescence, ACh EC80; inhibition, % at 3 µM; 360,000 compounds, 0.59% hits; AID 624040;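 active = inhibition above a per-plate cutoff, the mean of that plate's test compounds plus 3 SD, cut at about 27% in these data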;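 also: 0% = acetylcholine EC80 with DMSO and 100% = DMSO without agonist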
# M1 antag: blocks human M1 muscarinic receptor; P11229; CHO-K1 hM1, Fluo-8 calcium fluorescence, ACh EC80 antagonist; inhibition, % at 3 µM; 360,000 compounds, 1.3% hits; AID 588852;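 active = percent inhibition above its own plate's cutoff, namely the mean of that plate's compound wells plus 3 SD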;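 also: peak over basal fluorescence ratio during 140 s after agonist addition; 0% = ACh EC80 plus DMSO and 100% = DMSO alone without agonist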
# The depositor's hits bear a star; x = not tested or not shown.
SMILES,M5 PAM,M1 PAM,M4 ag,CHRM1 agonist,M4 antag,M5 ag,TAAR1 agonist,CHRM5 antagonist,M1 antag
CC(=O)Nc1cccc(C(=O)/C=C/c2ccc(C)cc2)c1,-5,1,4,-4,5,0,7,-2,0
CCC(=O)Nc1ccc2nc(C)n(Cc3ccccc3Cl)c(=O)c2c1,2,2,1,-2,6,0,2,4,-20
Cc1ccc(CCNC(=O)CS(=O)Cc2nc(-c3cccs3)oc2C)cc1 (stereo not drawn),-3,6,-1,-2,-1,-3,-1,6,-5
Cc1ccc(CN(C)C(=O)c2ccc3c(c2)NC(=O)CS3)o1,6,6,0,0,-4,-7,1,0,-23
Cc1cc(/C=C(\C#N)C(=O)NCc2ccco2)c(C)n1-c1ccc(C(=O)O)cc1,-7,1,3,-3,2,0,3,0,-5
COc1ccccc1CNC(=O)CCCn1c(=O)c2ccccc2n(CC(=O)NC2CCCC2)c1=O,4,2,1,-2,-8,-3,6,-2,-13
S=C(Nc1ccc(Nc2ccccc2)cc1)NN1CCOCC1,-3,14,3,1,2,1,3,6,-21
CCOc1ccc(NC(=O)COc2ccc(OC)cc2)cc1,0,-1,1,-6,-2,-3,-2,-1,-3
CCC(=NNS(=O)(=O)c1ccc(C)cc1)c1ccc(OC)c(C)c1,-1,8,-2,-6,-12,-1,2,2,-12
CCCn1c(C(C)Nc2nc(-c3ccc(Cl)c([N+](=O)[O-])c3)cs2)nc2ccccc21 (stereo not drawn),8,7,-1,-1,-4,0,1,5,-7
CSCCC(NS(=O)(=O)c1cccs1)C(=O)NCc1ccc(C)cc1 (stereo not drawn),-3,3,2,-1,5,-1,2,2,-2
CC(C)C[C@@H]1CC2=C(C(=O)OC(C)(C)O2)[C@H](CCc2ccccc2)O1,7,x,0,x,-16,5,5,-3,x
CC1CCCC(NC(=O)CNC(=S)N(Cc2ccccc2)Cc2cccs2)C1C (stereo not drawn),2,-5,0,-5,2,-2,0,3,16
CCC(C(=O)NCCCc1ccccc1)n1nc(C)c2c(C)n(-c3ccccc3)nc2c1=O (stereo not drawn),4,4,2,-5,-9,-5,0,-3,-9
CCOc1ccc(-n2c(=S)sc3c(=O)[nH]c(SCC(=O)NC(C)CC)nc32)cc1 (stereo not drawn),-9,2,1,-2,3,4,8,4,-3

# Look-ups from above.
# `CCCn1c(C(C)Nc2nc(-c3ccc(Cl)c([N+](=O)[O-])c3)cs2)nc2ccccc21` (stereo not drawn) – M5 PAM = 8
# `Cc1ccc(CCNC(=O)CS(=O)Cc2nc(-c3cccs3)oc2C)cc1` (stereo not drawn) – M1 antag = -5
# `Cc1cc(/C=C(\C#N)C(=O)NCc2ccco2)c(C)n1-c1ccc(C(=O)O)cc1` – M5 ag = 0
# `CC1CCCC(NC(=O)CNC(=S)N(Cc2ccccc2)Cc2cccs2)C1C` (stereo not drawn) – CHRM5 antagonist = 3

# Carrying on:
SMILES,M5 PAM,M1 PAM,M4 ag,CHRM1 agonist,M4 antag,M5 ag,TAAR1 agonist,CHRM5 antagonist,M1 antag
C/C(=N\N1CCN(c2ccc(Cl)cc2)CC1)c1cccs1,-5,-1,2,-7,7,0,4,2,2
Cc1cc(N2CCN(C)CC2)nc2ccc(NC(=O)c3ccccc3F)cc12,2,4,1,-8,1,-2,0,2,-5
CCOc1ccc(NC(=O)CCN2C(=S)NC(C)(C)CC2C)cc1 (stereo not drawn),1,5,3,-7,-3,1,1,0,-4
CCN(CC)c1ncnc2c1ncn2[C@H]1CN(Cc2ccc(-c3ccccc3)cc2)C[C@@H](CO)O1,-2,-4,5,-1,-2,1,0,9,5
CCOc1ncccc1C(=O)OCC(=O)Nc1cc(S(=O)(=O)N2CCOCC2)ccc1Cl,-7,-6,6,-2,-8,3,10,1,-4
O=C(Nc1ccc2c(c1)OCO2)c1cc(-c2ccncc2)nc2ccccc12,-3,4,15,-6,-4,-5,6,7,-7
COc1cccc(/C=C2\N=C3CCCCCN3C2=O)c1,1,5,1,-4,-6,-9,4,0,-11
c1ccc(OCCCc2nc(-c3cccnc3)no2)cc1,-2,0,2,-2,-9,1,1,0,-12
O=C(COC(=O)c1ccc2c(c1)OCO2)Nc1ccccc1Cl,1,9,1,-5,-7,3,11,3,-1
Cc1cccc(-n2c(Cc3cc(=O)[nH]c(=O)[nH]3)nnc2SCC(=O)Nc2cccc(C(F)(F)F)c2)c1,3,5,0,-5,6,-4,2,5,-4
Cc1cccnc1NC(=O)c1csnn1,7,7,0,-4,-7,2,5,-4,-14
O=C(CN1CCCCCC1)Nc1ccc(S(=O)(=O)N2CCCCC2)cc1,-3,-28,1,-6,17,-7,1,13,33*
COCCN1CCn2c(nc3cc(NS(C)(=O)=O)ccc32)C1,-3,3,1,-4,0,-2,4,6,-5
COc1cc(SC)ccc1C(=O)Nc1cccc(C2OCCCO2)c1,0,11,4,-7,0,-4,1,2,-13
Cc1cc(C)n(-c2ccn(Cc3ccc(Cl)cc3Cl)c(=O)n2)n1,0,9,3,-5,-7,-3,11,-6,-11
CC(C)C(=O)Nc1cccc(-c2nc3ccccc3c(=O)o2)c1,8,15,-1,-2,7,5,0,-8,-7
CC(C)CNS(=O)(=O)c1ccc(CCC(=O)N2CCN(Cc3ccc4c(c3)OCO4)CC2)cc1,-18,-10,15,4,-5,3,9,1,-7
O=C(c1ccc(O)cc1)c1ccc(C(=O)O)c(C(=O)O)c1,4,-1,0,-1,-7,0,6,-2,11
NC(=O)COC(=O)c1ccccc1Oc1ccccc1,-2,5,0,-2,-5,-4,14,0,-2
CCOC(=O)c1nnn2c1nc(Nc1cccc(C(F)(F)F)c1)c1ccccc12,3,7,0,-3,5,-3,5,2,-12
CCOC(=O)COc1ccc(S(=O)(=O)N2CCN(c3ccccc3)CC2)cc1,-3,2,1,-3,-10,0,x,1,-3
CCOC(=O)c1cn2nc(N3CCCCC3)ccc2n1,2,9,0,-3,-4,1,0,8,-14
COC(=O)CCC(=O)OC1(C)C(=O)C=C2C=C(C3CC3)N(Cc3ccc(OC)cc3)C=C2C1=O (stereo not drawn),-6,1,0,-7,-2,1,0,14,1
O=[N+]([O-])c1ccccc1NCCNc1ncc(C(F)(F)F)cc1Cl,-11,-3,-3,-5,0,-9,7,-7,-3
C=CCN(C(=O)CSc1nc2ccsc2c(=O)n1Cc1ccccn1)c1ccccc1,-3,4,4,-2,-3,2,1,-1,5
Cc1ccc2[nH]c(=O)c3cc(C(=O)N(C)Cc4ccco4)sc3c2c1,-5,-1,5,-5,0,1,2,3,-2
O=C1CCCC(O)=C1C=NCCc1ccccc1,-3,11,1,-2,-7,-7,61*,0,-12
Cc1ccc(-c2cc(C(=O)Nc3nccs3)c3ccccc3n2)c(C)c1,-18,-10,9,-4,17,2,11,21,23
Nc1ncn(-c2ncc(C(F)(F)F)cc2Cl)n1,-3,7,1,-6,3,-1,0,19,-6
CC(=O)c1cccc(-n2c(CCC(=O)O)ccc2-c2ccccc2)c1,-1,0,1,-6,8,-4,1,3,-10
O=C(Cn1c(NCCO)nc2ccccc21)NCCc1ccccc1,4,5,-1,-4,0,-8,14,5,-8
O=C(NC(Nc1ccc(F)cc1)(C(F)(F)F)C(F)(F)F)c1cccnc1,-7,7,1,-1,-1,-1,6,9,-8
O=[N+]([O-])c1ccccc1C(O)Cc1ccccn1 (stereo not drawn),-3,5,0,-3,-10,1,1,19,-10
O=C(Nc1ccc(Cl)cc1)Nc1nnc(CSc2ccc(Cl)cc2)s1,0,-3,2,-2,6,0,12,-6,7
COc1ccc2[nH]cc(CCNC(=O)/C=C/[C@H]3O[C@@H](n4cnc5c(NC(=O)c6ccccc6)ncnc54)[C@H](O)[C@@H]3O)c2c1,-4,-5,-1,-1,0,4,0,-3,17
CC1(C)CC(=O)C=C(NCc2ccc(Cl)c(Cl)c2)C1,0,1,2,-10,-1,-2,-1,-3,6
CN(C)CCN1C(=O)C2C3C=CC(C3)C2C1=O (stereo not drawn),-1,-1,1,-7,6,-4,-1,-1,9
CCOc1ccc(/C=N/NC(=O)c2cc3c(OC)cc(OC)cc3[nH]2)cc1OC,-5,-4,12,-4,-5,0,10,6,5
COc1ccc(F)cc1S(=O)(=O)NC1CCCCCC1,-7,-3,0,-3,5,-9,10,4,7
CC(C)(C)OC(=O)C[C@H]1C/C=C\C[C@H](CC(=O)N[C@H](CO)Cc2ccccc2)C(=O)N[C@H](Cc2ccccc2)COC1=O,-8,0,4,-6,-10,-1,7,2,-5
COc1ccccc1CCC(=O)OCC(=O)NC1CC1,-1,11,1,-2,-3,1,0,11,-8
CC(=O)c1c(C)[nH]c(C(=O)OCC(=O)Nc2cc(S(=O)(=O)N3CCCC3)ccc2Cl)c1C,-18,-5,18,-4,7,8,37,7,10
Cc1cc2oc(C(=O)N(Cc3ccccc3)C3CCS(=O)(=O)C3)cc(=O)c2cc1Cl (stereo not drawn),-4,2,5,-9,-23,-4,4,2,-7
COc1ccc(S(=O)(=O)N2CCOC2CNC(=O)C(=O)NCc2ccncc2)cc1 (stereo not drawn),-2,6,1,-4,4,-5,1,-2,-11
C/C=C/C=C/C(=O)OCC(=O)Nc1ccc(Cl)cc1,13,10,1,-3,-4,0,5,-3,-11
CC(Oc1ccccc1)C(=O)N=C1SC2CS(=O)(=O)CC2N1CCc1ccccc1 (stereo not drawn),0,6,4,-1,-11,0,3,-4,-3
Cc1cccc(C)c1Nc1nnc(SCC(=O)NCc2ccco2)s1,-12,0,2,-5,-9,-7,5,-7,-2
C=CCSc1nnc(NC(=O)CN2C(=O)NC3(CCCC3)C2=O)s1,1,17,0,-3,-17,-6,0,8,-13
Cc1ccc(F)cc1CNC(=O)C1CCC(=O)N(CCc2ccccc2)C1 (stereo not drawn),2,0,1,-3,7,-1,2,8,-6
O=C(OCCNc1ccc(C(F)(F)F)cc1[N+](=O)[O-])c1cc2ccccc2oc1=O,-1,3,0,-1,4,1,6,6,-8
O=S(=O)(c1ccc(-c2cnc(C3CC3)o2)cc1)N1CCN(c2ccccc2)CC1,5,6,3,-2,-4,-5,-2,2,-8
CC(C)CC(=O)NC(=S)Nc1ccccc1C(=O)Nc1ccccc1,-1,-2,2,-5,3,0,4,-2,-3
COc1ccc(OC)c(CN2C(=O)CCC2(C)c2nnnn2Cc2ccccc2)c1 (stereo not drawn),-5,x,1,x,-6,2,2,4,x
COc1ccc(C2=C3C(=O)OCC3Cc3ncn(Cc4ccccc4)c32)cc1 (stereo not drawn),-3,8,0,-7,5,1,8,-5,0
COc1ccc(C(=O)c2ccc(C)cc2)c(OC)c1OC,4,0,-1,-3,4,-5,-1,10,-1
CCOC(=O)C1CCCN(C(=O)c2cc3cc(Br)ccc3oc2=O)C1 (stereo not drawn),4,3,3,-5,-13,-5,0,10,-8
Cc1ccc(NC(=O)Nc2ccccc2)cc1[N+](=O)[O-],-21,-8,19,3,17,10,32,16,15

# An excerpt from above in order of the M4 ag value, highest first.
canonical_smiles | M4 ag
Cc1ccc(NC(=O)Nc2ccccc2)cc1[N+](=O)[O-] | 19
O=S(=O)(c1ccc(-c2cnc(C3CC3)o2)cc1)N1CCN(c2ccccc2)CC1 | 3
O=C(OCCNc1ccc(C(F)(F)F)cc1[N+](=O)[O-])c1cc2ccccc2oc1=O | 0

# Screening results deposited in PubChem by The Scripps Research Institute Molecular Screening Center.

# A portion of the library; the hit share may differ from the screen's.
